Screening results: PubChem BioAssay, several laboratories
EBNA-1 inhibitor: blocks EBNA-1 binding to DNA; inhibition, % at 14.8 µM; 0.34% of 300,000 active; EBNA-1 DNA binding, fluorescence polarization; in the data active = inhibition above about 28%
Fam108B counter: Fam108B inhibition, counter-screen for RBBP9 inhibitors. 0.33% of 300,000 active. recombinant Fam108B, FP-Rh probe fluorescence polarization. AID 1947. inhibition, % at 9.51 µM;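 active = inhibition above the screen mean inhibition plus 3 SD, computed separately per campaign, cut at about 18% in these data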;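 also: inhibitors lower polarization as less probe binds the enzyme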
MEX-5 binding: C. elegans MEX-5 TCR-2 RNA binding activity | AID 1832 | activity score (negative = inhibition of binding), % at 10 µM | 0.38% of 300,000 active | MEX-5/FITC-TCR2 RNA binding, fluorescence polarization; active compounds read low;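 active = inhibition past about -25% in most replicates, and total fluorescence under double the plate's negative control median, limit read from the data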;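 also: 0% = DMSO and -100% = 5 µM competing unlabeled TCR2 RNA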
Target sequence (Q9XUB2 whole entry, looked up): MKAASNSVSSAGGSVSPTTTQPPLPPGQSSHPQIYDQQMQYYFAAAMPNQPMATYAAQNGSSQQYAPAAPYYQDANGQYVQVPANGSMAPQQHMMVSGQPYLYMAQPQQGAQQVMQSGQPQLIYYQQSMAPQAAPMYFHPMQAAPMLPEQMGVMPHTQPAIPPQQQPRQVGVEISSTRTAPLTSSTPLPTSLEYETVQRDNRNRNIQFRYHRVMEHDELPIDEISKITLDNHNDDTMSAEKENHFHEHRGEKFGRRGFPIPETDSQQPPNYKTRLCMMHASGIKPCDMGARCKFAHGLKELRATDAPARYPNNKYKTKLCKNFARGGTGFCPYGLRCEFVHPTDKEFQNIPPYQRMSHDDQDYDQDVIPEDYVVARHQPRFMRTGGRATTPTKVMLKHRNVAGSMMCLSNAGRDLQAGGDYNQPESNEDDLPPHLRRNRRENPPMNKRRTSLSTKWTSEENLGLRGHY
MCL1 BIM primary: MCL1-BIM-BH3 interaction inhibition (human); Q07820; GST-MCL1 / FITC-Bim-BH3 fluorescence polarization; inhibition, % at 10.9 µM; 0.68% of 320,000 active;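 active = inhibition above the mean inhibition of all tested compounds plus 3 SD, set per campaign, cut at about 40% in these data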;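 also: 0% = DMSO wells and 100% = unlabeled Bim-BH3 peptide control; higher means more loss of mP so more displacement of Bim peptide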
Target sequence (Q07820 whole entry, looked up): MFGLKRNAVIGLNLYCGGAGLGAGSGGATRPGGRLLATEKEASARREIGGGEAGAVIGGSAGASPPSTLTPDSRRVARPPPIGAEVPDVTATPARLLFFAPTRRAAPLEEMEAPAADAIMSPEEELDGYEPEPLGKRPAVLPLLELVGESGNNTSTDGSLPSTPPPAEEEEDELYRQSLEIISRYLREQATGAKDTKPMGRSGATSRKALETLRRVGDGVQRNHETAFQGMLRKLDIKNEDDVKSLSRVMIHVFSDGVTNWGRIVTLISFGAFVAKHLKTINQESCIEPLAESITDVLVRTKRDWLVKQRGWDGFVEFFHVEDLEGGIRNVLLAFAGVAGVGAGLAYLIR
GLD-1 TGE inh: GLD-1-TGE RNA interaction inhibition (C. elegans); inhibition, % at 5.96 µM; 0.44% of 320,000 active; AID 2280; purified GLD-1 + fluorescein TGE RNA, fluorescence polarization;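 active = percent inhibition above a per-plate cutoff, the plate mean of test compounds plus 3 SD, cut at about 30% in these data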;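 also: 0% = DMSO wells with GLD-1 and probe and 100% = wells lacking GLD-1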
Bcl-xL primary: inhibitors of human Bcl-xL | Q07817 | GST-Bcl-xL / FITC-Bim BH3 peptide fluorescence polarization | inhibition, % at 10.9 µM | 0.7% of 320,000 active;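 active = inhibition above the mean of all tested compounds plus 3 SD, cutoff set per campaign, cut at about 30% in these data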;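 also: 0% = DMSO wells and 100% = unlabeled Bim-BH3 peptide competitor; inhibitors lower millipolarization by displacing the labeled peptide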
CR mimetic SO: yeast age-related superoxide inhibition as caloric restriction mimetic; S. cerevisiae aged cells, superoxide DHE fluorescence; active compounds read low; superoxide response (% of plate mean), % at 10 µM; 0.18% of 330,000 active; AID 2690;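 active = superoxide response under a set limit, about three screen SD below normal, cut at about 65% in these data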;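 also: yeast aged for seven days with compound at 30 °C before DHE staining; 100% = average MFI of all compound-treated wells on the plate with controls excluded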
ZTA DNA inh: ZTA (EBV) inhibition in EBNA-1 counter-screen; ZTA-DNA binding, fluorescence polarization; P03206; 0.15% of 320,000 active; inhibition, % at 11 µM; in the data active = inhibition above about 33%
Target sequence (P03206 whole entry, looked up): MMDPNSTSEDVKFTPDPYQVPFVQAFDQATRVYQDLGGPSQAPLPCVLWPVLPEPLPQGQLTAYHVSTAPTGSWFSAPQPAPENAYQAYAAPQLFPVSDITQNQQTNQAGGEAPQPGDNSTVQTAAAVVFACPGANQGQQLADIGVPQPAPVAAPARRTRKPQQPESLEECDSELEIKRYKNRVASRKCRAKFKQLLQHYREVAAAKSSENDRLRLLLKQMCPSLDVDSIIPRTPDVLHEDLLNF
Efflux pump inh: blocks antifungal efflux pumps in multiplex yeast assay; S. cerevisiae Candida pump triplex, Nile Red efflux; inhibition, % at 10 µM; 0.44% of 330,000 active; AID 485275;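 active = plate passing quality check with inhibition over a set limit, or well fluorescence over plate mean plus 4 SD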;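 also: Nile Red retained in pooled yeast measured as flow cytometry median fluorescence; 0% = buffer negative control and 100% = Enniatin B positive control; higher means more Nile Red kept so more efflux inhibition; some compounds called inactive have numbers as strong as hits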
* hit, by the source's call; . = no result given.

Value order: EBNA-1 inhibitor, Fam108B counter, MEX-5 binding, MCL1 BIM primary, GLD-1 TGE inh, Bcl-xL primary, CR mimetic SO, ZTA DNA inh, Efflux pump inh
#1 CCC(C)c1ccc(NC(=O)C2=CC=CN3CCS(=O)(=O)N=C23)cc1 (configuration not stated)
 : ., ., ., -5, 3, 1, 106, -1, -0.1
#2 COCCNC(=O)C1CC(c2ccc(C(F)(F)F)cc2)=NO1 (configuration not stated)
 : 2, 3, 1.3, 11, 2, 9, 107, -1, 0.1
#3 CCOc1ccc2nc(SCC(=O)Nc3ncccn3)[nH]c2c1
 : -2, 3, 2.6, 1, 4, 1, 93, -3, -0.2
#4 COC(=O)c1ccc(CN(C)S(=O)(=O)c2ccc(C)cc2)o1
 : 5, 0, -2.3, -1, 2, 2, 86, 7, -0.1
#5 COc1ccc(CNC(=O)C2CCN(S(=O)(=O)c3cccc4nsnc34)CC2)cc1
 : -12, -5, -0.5, -4, -4, 6, 91, 4, -0.1
#6 CC#CC[N+](C)(C)CCCCCC
 : -8, 2, 2.2, 2, 0, 2, 93, -11, 0.3
#7 COc1ccccc1N1CCN(C(CNC(=O)C2CCCCC2)c2cccnc2)CC1 (configuration not stated)
 : 1, 4, 0.4, 3, 0, 2, 92, 4, 0.1
#8 N#Cc1ccc(-c2ccc(OCC3CNC(=O)O3)cc2)cc1 (configuration not stated)
 : -8, -3, 0.1, 3, 10, -3, 102, -9, -0.1
#9 O=C(NCCN1CCOCC1)C1CCC(=O)N1C1CCCCC1 (configuration not stated)
 : -2, 2, -2.1, 5, 5, 6, 106, -20, 0.1
#10 O=C(N/N=C/c1ccc(OCc2cnc(Cl)s2)cc1)c1ccncc1
 : -5, -3, 0.2, 6, 0, 3, 112, -16, -0.1

(further entries)
Value order: EBNA-1 inhibitor, Fam108B counter, MEX-5 binding, MCL1 BIM primary, GLD-1 TGE inh, Bcl-xL primary, CR mimetic SO, ZTA DNA inh, Efflux pump inh
#11 CCC(C)c1ccc(O)c(NC(=O)c2cncc(Br)c2)c1 (configuration not stated)
 : -4, -1, -0.7, 10, 8, 8, 101, -13, 0.0
#12 CCC(=O)NC(c1ccco1)c1cc(Cl)c2cccnc2c1OC (configuration not stated)
 : ., ., ., 3, 3, 7, 99, -20, 0.2
#13 COc1ccc(NC(=O)c2cc(Br)ccc2Cl)c([N+](=O)[O-])c1
 : -5, 1, -0.4, -6, 0, 0, 109, -26, 0.1
#14 Cc1ccc2c(Cl)c(C(=O)NCc3cccnc3)sc2c1
 : -4, 0, 1.2, 4, 11, 2, 94, 0, 0.0
#15 COc1ccc(CC(=O)NNC(=O)CSc2nnc(C)n2-c2ccccc2)cc1
 : 6, 3, 1.5, 6, 7, 5, 86, -15, -0.4
#16 COc1ccc(N2CCN(CC(O)c3c[nH]c4ccc(OC)cc34)CC2C)cc1 (configuration not stated)
 : -15, -3, 1.5, -3, 11, 5, 90, -1, -0.2
#17 CCC(=O)N(C)C(c1ccccc1Cl)c1nnnn1-c1c(C)cccc1C (configuration not stated)
 : -16, 0, 0.1, 12, 2, 8, 107, 10, -0.1
#18 CC1CN(c2ccc([N+](=O)[O-])cn2)CC(C)O1 (configuration not stated)
 : -9, -2, -0.4, 7, 4, 6, 109, -15, -0.1
#19 Cc1cc(C)nc(NC(=O)/C=C/c2ccc(Cl)cc2)n1
 : 5, -1, -2.5, -1, 4, 3, 105, 13, 0.2
#20 N#Cc1c(NC(=O)CSc2n[nH]c(N)n2)oc(-c2ccccc2)c1-c1ccccc1
 : -4, 9, -0.6, 15, 4, 6, 107, 16, 0.1

More entries.
Value order: EBNA-1 inhibitor, Fam108B counter, MEX-5 binding, MCL1 BIM primary, GLD-1 TGE inh, Bcl-xL primary, CR mimetic SO, ZTA DNA inh, Efflux pump inh
#21 COc1ccc(C2C(C#N)=C(N)Oc3cc(C)[nH]c(=O)c32)cc1OC (configuration not stated)
 : -1, 0, -2.2, 6, 1, 4, 111, 0, -0.2
#22 O=C(CSc1nnc(Cc2ccccc2)o1)c1ccc(F)cc1
 : -12, 0, ., -7, 5, -2, 91, -20, 0.1
#23 CC(NC(=O)c1ccccc1)C(=O)OCC(=O)c1c(N)n(C)c(=O)n(C)c1=O (configuration not stated)
 : ., ., ., -7, 0, 3, 94, 0, 0.1
#24 Cc1ccnc(NC(=O)c2cccc3ccccc23)c1
 : -8, 2, 2.4, 4, 3, 2, 96, -8, -0.1
#25 CCc1nnc(NC(=O)c2cccc(S(=O)(=O)N(C)c3ccccc3)c2)s1
 : -4, -2, 0.7, 1, -1, 1, 103, 4, 0.2
#26 COc1cc(C2C3=C(Nc4nc(N)[nH]c(=O)c42)c2ccccc2C3=O)ccc1O (configuration not stated)
 : 0, 11, -14, 16, 4, 23, 94, -3, -0.1
#27 COc1c(Cl)cccc1-c1cn2ccc(C)cc2n1
 : 4, 3, -1.0, 4, -1, 1, 97, -2, 0.0
#28 COc1ccc(OC)c(/C=N\NC(=O)c2ccc(=O)n(C)c2)c1
 : 0, 0, 1.4, 13, -6, 5, 99, -24, 0.0
#29 Cc1ccc(-c2noc(CCC(=O)Nc3ccccc3N3CCN(C)CC3)n2)cc1
 : 6, 2, -0.3, 10, -1, 2, 111, -5, 0.0
#30 Cc1ccccc1C(=O)Nc1ccccc1-n1cccc1
 : 7, -1, 2.1, 2, 6, -1, 84, 17, 0.0

Following part
Value order: EBNA-1 inhibitor, Fam108B counter, MEX-5 binding, MCL1 BIM primary, GLD-1 TGE inh, Bcl-xL primary, CR mimetic SO, ZTA DNA inh, Efflux pump inh
#31 Cc1ccc(C)c(OCC(=O)NCC(C)(C)N2CCOCC2)c1
 : ., ., ., 0, -11, 4, 96, 0, -0.2
#32 Cc1cccc(C(=O)NNC(=O)c2ccc(F)cc2)c1
 : -7, 1, -1.3, -2, -7, 8, 69, -16, -0.6
#33 Cc1cc(C)nc(SCC(=O)c2ccc(O)cc2O)n1
 : -3, 0, 0.0, 3, 7, 3, 91, 0, -0.1
#34 CCN(CC)CCCNC(=O)c1ccc(CS(=O)(=O)c2ccccc2OC)o1
 : -13, 3, 0.7, 12, 5, 4, 80, -15, -0.2
#35 COc1ccc(S(=O)(=O)N2CCCCC2)cc1
 : 2, -2, 2.8, -2, -7, -2, 103, -6, 0.0
#36 O=C(Oc1ccc2ccc(=O)oc2c1)N1CCOCC1
 : 0, 2, 0.3, 4, -4, 1, 99, -6, -0.1
#37 C(=N\N(c1ccccc1)c1ccccc1)/c1ccccn1
 : 1, 2, 1.8, 4, 5, 7, 90, 9, -0.1
#38 O=C(CN1CCN(c2ccccc2O)CC1)NC(=O)NC1CCCC1
 : 10, -4, 1.5, 6, 5, 5, 94, 19, 0.0
#39 CCOC(=O)c1cc(OC(=O)c2ccccc2OC)n(-c2ccccc2)n1
 : -8, 0, 1.4, 1, -2, 1, 116, -8, 0.2
#40 O=C(Cn1cnc2c(nnn2Cc2ccc(Cl)cc2)c1=O)N1CCCc2ccccc21
 : 13, 4, -0.8, 9, -10, 1, 86, -6, -0.1

Next part.
Value order: EBNA-1 inhibitor, Fam108B counter, MEX-5 binding, MCL1 BIM primary, GLD-1 TGE inh, Bcl-xL primary, CR mimetic SO, ZTA DNA inh, Efflux pump inh
#41 Cc1c(C(=O)NC(=S)Nc2ccc(NC(=O)c3cccs3)cc2)oc2ccccc12
 : 9, -4, -0.6, 4, 5, 7, 91, 1, -0.1
#42 CN(Cc1cccc(C(F)(F)F)c1)C(=O)C1CCC(=O)N(CC2CCCCC2)C1 (configuration not stated)
 : 3, -4, -1.3, -3, 7, -1, 93, -6, -0.4
#43 COc1ccc(NS(=O)(=O)c2cc(OC)ccc2OC)cc1
 : -11, 10, -1.1, 4, -2, 37*, 77, -10, 0.1
#44 CCC(C)N1C(=O)N(C)C2NC(=O)NC21 (configuration not stated)
 : -14, 0, -0.8, 3, -2, 2, 97, -2, -0.1
#45 CCOC(=O)C1(CCCc2ccccc2)CCN(Cc2cnn(C)c2)CC1
 : -7, -4, -0.4, -9, 2, 4, 106, -2, 0.1
#46 CCCCCc1cc(=O)oc2c(C(CCN3CCCC3)c3ccc(N(C)C)cc3)c(OC)cc(OC)c12 (configuration not stated)
 : -1, 2, -0.8, -3, 6, 0, 106, 13, 0.0
#47 COc1ccc(NC(=O)CC2(CC(=O)N3CCOCC3)CCCC2)cc1Cl
 : ., ., ., -4, -3, -7, 94, -12, 0.1
#48 O=C(NCc1cccs1)c1cccn2c(=O)c3sccc3nc12
 : -17, -3, 1.0, 4, 8, 2, 84, -17, 0.0
#49 Cc1ccc(-c2cc(-c3ccccc3)c(C#N)c(N)n2)o1
 : 3, 5, -0.8, 26, 24, 26, 122, -1, 0.0
#50 CCc1ccc(C(=O)CSC2=C(C#N)C(c3ccco3)C(C(C)=O)=C(C)N2)cc1 (configuration not stated)
 : 2, 2, -4.1, -3, -3, 6, 88, 7, 0.0

Additional compounds follow.
Value order: EBNA-1 inhibitor, Fam108B counter, MEX-5 binding, MCL1 BIM primary, GLD-1 TGE inh, Bcl-xL primary, CR mimetic SO, ZTA DNA inh, Efflux pump inh
#51 COCC(=O)N1CCc2ccc(NC(=O)c3ccc(C(F)(F)F)cc3)cc2C1
 : -12, 0, 2.9, 1, 1, -2, 102, -13, -0.1
#52 CCn1c(O)c(C=NCc2cccs2)c(=O)n(CC)c1=S
 : 2, 2, 0.5, 4, 4, 5, 93, 3, 0.0
#53 O=C(NCc1n[nH]c(=S)n1-c1cccc(Cl)c1)c1ccc(S(=O)(=O)N2CCCC2)cc1
 : -5, 0, -1.4, -8, -3, -8, 84, 3, 0.1
#54 CCOC(=O)C1(Cc2cccc(OC)c2)CCN(C(C)COC)CC1 (configuration not stated)
 : -3, -2, 0.2, 2, -3, 7, 103, 13, 0.2
#55 COc1ccccc1Nc1nc(Cl)nc(NC(C)(C)C)n1
 : -2, 1, 0.8, 3, 6, 5, 102, 1, -0.4
#56 Cc1ccc(C)[n+](CC(=O)c2ccc(-c3ccccc3)cc2)c1
 : -10, -3, -0.4, -6, -4, 6, 99, -2, 0.1
#57 COc1cccc(-c2noc(C3CCCN(S(=O)(=O)c4cccc(Cl)c4C)C3)n2)c1 (configuration not stated)
 : 9, -2, 1.7, 8, 0, 0, 98, 5, 0.0
#58 NC(=O)c1oc2ccccc2c1NC(=O)c1ccc(F)cc1
 : -2, -9, 1.3, 11, 11, 9, 100, -1, 0.2
#59 CCN(CC)c1ccc(N=Nc2nn(C)c(C)c2[N+](=O)[O-])cc1
 : 5, 5, 0.1, 1, -2, 1, 78, -5, -0.1
#60 CCCCn1c(SCC(=O)c2ccc(OC)c(OC)c2)nc2cc(S(N)(=O)=O)ccc21
 : -1, -2, -0.5, -12, 5, -4, 105, -1, -0.2

Next section
Value order: EBNA-1 inhibitor, Fam108B counter, MEX-5 binding, MCL1 BIM primary, GLD-1 TGE inh, Bcl-xL primary, CR mimetic SO, ZTA DNA inh, Efflux pump inh
#61 CN(C)CCSc1nnc2sc3ccccc3n12
 : 2, 6, -3.0, -1, -3, -9, 101, 4, 0.0
#62 CCOC(=O)Cc1nn(Cc2nc(-c3ccc(C#N)cc3)cs2)c(=O)c2ccccc12
 : 3, 0, 0.5, 3, -5, -2, 103, -8, 0.4
#63 COc1ccc(NS(=O)(=O)c2cccc(NC(=O)NC3CCCCC3)c2)cc1
 : 12, -15, -2.5, 8, 0, 4, 93, 16, -1.6
#64 COc1ccc(C(=O)Nc2sc(C)c(-c3ccccc3)c2C#N)cc1OC
 : 4, -10, -0.3, 2, -1, -1, 94, 18, -0.2
#65 CCOC(=O)C1(CC2CC2)CCN(Cc2ccc3cccc(F)c3n2)CC1
 : -3, -2, 0.9, -5, -4, -2, 104, -8, -0.1

Random draw from the library; any-hit rate near 2.3%.
